GAA glycogen mod – alters human alpha-glucosidase cleavage of glycogen; AID 2100; recombinant GAA, glycogen substrate, Amplex Red glucose oxidase fluorescence; 300,000 tested, 0.38% active; Potency, µM (doses to about 76.4 µM), for the others: top-dose activity change, negative = inhibition, actives largely listed as inhibitors; active means well fitted inhibition curve with a large enough effect; inconclusive means small, poorly fitted or top-dose-only effect, or another doubt; inactive means no such curve, though single readings can be large or run the other way;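 further: 0% = full enzyme reaction and -100% = no-enzyme basal signal; the screen sought inhibitors and activators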
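Natural-substrate format: glycogen cleavage by 4 nM human enzyme, glucose read by Amplex Red coupling (Ex 573, Em 610 nm). Normalized to enzyme and no-enzyme controls.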
An asterisk follows results filed as active; ? = inconclusive; [ ] = dose if it differs, or a comment. Potency means the concentration at half of the fitted maximal effect. Some of the compounds tested. The share of hits here may be higher or lower than overall.

SMILES	GAA glycogen mod
CN(C)S(=O)(=O)c1ccc(Cl)c(C(=O)Nc2cccc3ncccc23)c1	6%
O=C(COc1ccc(C(=S)N2CCCC2)cc1)Nc1ccc(F)cc1	-1%[76.3 µM]
COC(=O)Cc1ccc(NC(=S)N2CCN(c3ccccn3)CC2)cc1	-9%[76.3 µM]
O=C(NC1CCc2ccccc21)c1cc(COc2cncc(Cl)c2)on1 (centres undefined)	-7%[76.3 µM]
COc1ccc(C2Nc3ccccc3C(=O)N2NC(C)=O)c(OC)c1 (centres undefined)	-10%
CSCCC(=O)N1CC[C@@H](N2CCN(c3ccccc3F)CC2)[C@H](O)C1	0%[76.3 µM]
CCc1ccccc1N(C(=O)c1snc(C(N)=O)c1N)C(C(=O)NCC1CCCO1)c1ccc(OC)c(OC)c1 (centres undefined)	8%[76.3 µM]
COc1ccccc1NC(=O)CCc1nnc2ccc(N3CCN(C)CC3)nn12	-5%[76.3 µM]
O=C1CCN(Cc2ccc(O)cc2)CCN1CCO	12%[76.3 µM]
COc1ccc(CCNC(=O)c2cccc(NS(=O)(=O)c3ccccc3F)c2)cc1OC	1%[76.3 µM]
COc1cccc(N2CCN(C(=O)C3CCN(S(=O)(=O)c4ccc5c(c4)CC(C)N5C(C)=O)CC3)CC2)c1 (centres undefined)	8%[76.3 µM]
COc1ccccc1NC(=O)C1CCCN1C(=O)Nc1ccc(F)cc1 (centres undefined)	-6%
CN(C)CCN(C(=O)c1ccc(S(=O)(=O)N(C)CC2CCCO2)cc1)c1nc2cc3c(cc2s1)OCO3 (centres undefined)	-1%[76.3 µM]
Nc1ccccc1S(=O)(=O)NCCCCc1ccccc1	-7%
CCOC(=O)n1c(=O)n(Cc2ccc(OC)cc2)c2ccccc21	-14%
O=C(O)CCN1C(=O)/C(=C\c2ccc(OCc3ccccc3)c(OCc3ccccc3)c2)SC1=S	-14%[76.3 µM]
Cc1ccc(-c2csc(NC(=O)c3ccccc3Cl)c2C(=O)O)cc1	8%
COc1cccc(N2CCN(C(=O)c3cc(-c4ccc(F)cc4)[nH]c3C)CC2)c1	-2%
CCOc1ccccc1CNC(=O)CNC(=O)c1cccs1	-8%[76.3 µM]
COc1ccc(C(=O)NC2CCCN(Cc3ccc(Cl)cc3)C2)c(OC)c1 (centres undefined)	-14%[76.3 µM]
CN(C(=O)CC1C(=O)NCCN1Cc1ccc(F)c(F)c1)C1CCCCC1 (centres undefined)	-1%[76.3 µM]
Cc1ccccc1N1CCN(CC(=O)Nc2nc(C)c(C(=O)N(C)C)s2)CC1	-2%[76.3 µM]
COc1cccc(CN2CC(C(=O)N(C)C3CCOCC3)CCC2=O)c1 (centres undefined)	-8%[76.3 µM]
CCn1cc(CCCC(=O)NCc2ccccc2OC)c2ccccc21	2%
COc1ccccc1Oc1ccc(S(=O)(=O)N2CCCCC2)cc1NC(=O)CCNC(C)=O	-14%[76.3 µM]

(cont.)
SMILES	GAA glycogen mod
CCn1c(C)nnc1SCC(=O)Nc1ccc(C(C)=O)cc1	2%[76.3 µM]
Cc1ccc(CSc2nsc(C)c2C#N)cc1	-4%
COc1ccc(CN2CCNC(=O)C2CC(=O)NC2CCCCCC2)cc1C (centres undefined)	-14%[76.3 µM]
Cn1nnc2cc(C(=O)Nc3ccccc3F)ccc21	-3%
COc1cc2c(cc1OC)C1O[C@](c3ccsc3)(C2)Oc2c1c(=O)oc1ccc(F)cc21	-5%[15.3 µM]
O=C(CN1CCCCC1)N1CCc2ccccc21	4%[76.3 µM]
CCCOc1ccccc1/C=N/NC(=O)C1CC1	0%[76.3 µM]
COc1ccc(NC2CCCN(C(=O)C3(C)CCCCC3)C2)cc1 (centres undefined)	3%[76.3 µM]
COc1cc(C(=S)N2CCCC2)ccc1OCC(N)=O	0%[76.3 µM]
CCc1ccc(-n2c(=O)c3ccccc3n3c(=S)[nH]nc23)cc1	2%
COc1cccc(C(=O)Nc2ccc3ccccc3c2)c1	6%[76.3 µM]
Cc1ccc(S(=O)(=O)N[C@@H](Cc2ccccc2)C(=O)N2CCC(C(=O)N[C@@H](CCC(N)=O)C(=O)O)CC2)cc1	-4%
O=C(Cn1c(=O)oc2ccccc21)Nc1ccc(Br)cc1	3%
CCC(=O)Nc1cccc(-c2ccc(N3CCC(C)CC3)nn2)c1	6%[76.3 µM]
Cc1c(Cl)ccc(S(=O)(=O)Nc2cccnc2)c1Cl	-2%
CC(=O)c1ccc(NC(=O)Nc2ccc(S(=O)(=O)N3CCCC3)cc2)cc1	-6%[76.3 µM]
O=C(CCCn1nnnc1CN1CCOCC1)N1CCC(c2ccc(F)cc2)C1 (centres undefined)	4%[76.3 µM]
Cc1ccc(CC(=O)Nc2cc(C)ccn2)cc1	-12%[76.3 µM]
Cc1ccc(C)c(C(C)NC(=O)C2CCCO2)c1 (centres undefined)	7%[76.3 µM]
CCN1CCN(c2ccc(S(=O)(=O)N3CCOCC3)cc2NC(=O)CCOc2ccccc2)CC1	-4%[76.3 µM]
COc1ccccc1CCN1CCCC(CN(C)C(=O)CCC(N)=O)C1 (centres undefined)	-9%[76.3 µM]
O=C(COc1ccc([N+](=O)[O-])cc1)Nc1ccc(S(=O)(=O)N2CCOCC2)cc1	-10%
Cc1ccccc1-c1cc(C(=O)N/N=C/c2cccnc2)c2ccccc2n1	-12%[76.3 µM]
Cc1ccc2c(c1)=C(c1ccccc1)N(O)CC(=O)N=2	3%
Cc1ccc2nc(C)cc(C(=O)N/N=C/c3ccncc3)c2c1	4%[76.3 µM]

In the list so far, these contain two or more sulfur atoms.
SMILES	GAA glycogen mod
CN(C)CCN(C(=O)c1ccc(S(=O)(=O)N(C)CC2CCCO2)cc1)c1nc2cc3c(cc2s1)OCO3 (centres undefined)	-1%[76.3 µM]
O=C(O)CCN1C(=O)/C(=C\c2ccc(OCc3ccccc3)c(OCc3ccccc3)c2)SC1=S	-14%[76.3 µM]
Cc1ccc(CSc2nsc(C)c2C#N)cc1	-4%

Next part.
SMILES	GAA glycogen mod
CN(Cc1nccn1C)C(=O)CC1C(=O)NCCN1Cc1ccc(F)cc1Cl (centres undefined)	-2%[76.3 µM]
CC1(C(=O)NNC(=S)NCC2CCCO2)CC1(Cl)Cl (centres undefined)	-20%[76.3 µM]
C/C(=N\NS(=O)(=O)c1ccc(C(C)(C)C)cc1)c1ccccc1	1%
CN(CCOc1ccc(Cl)cc1)CC(O)c1ccccc1 (centres undefined)	-18%
Cc1sc2nc(-c3cccs3)oc(=O)c2c1C	0%
COc1ccc(/C=N/Nc2cc(C)nc3ccc(Br)cc23)cc1	-28%
COc1ccc(C2(c3ccc(OC)cc3)NC(=O)N(CC(=O)N(C)C)C2=O)cc1	0%
CCCCCOc1ccc(/C=C/c2c([N+](=O)[O-])c(=O)n(C)c(=O)n2C)cc1	5%
COc1cc2c(c(OC)c1OC)-c1ccc(NC(=O)c3ccccc3)c(=O)cc1[C@@H](NC(C)=O)CC2	-8%
O=C(COc1ccccc1Cl)Nc1ccc2c(c1)C(=O)NC2=O	-10%[76.3 µM]
COc1ccc(Nc2c3c(nc4ccc(C)cc24)CCC3)cc1	-1%
Cc1ccc2nc(C3CCCCC3)[nH]c2c1	-5%[76.3 µM]
CC(C)(C)c1ccc(S(=O)(=O)Nc2ccc(C(=O)N3CCCC3)cc2)cc1	-11%[76.3 µM]
COc1ccc(NC(=O)CN2C(=O)C(C)Oc3ccc(C)cc32)cc1 (centres undefined)	4%[76.3 µM]
CC(=O)NCC(=O)N1CCC(n2nccc2NC(=O)CCCc2ccccc2)CC1	-11%[76.3 µM]
COc1ccc(/C(O)=C2/C(=O)C(=O)N(c3ccccn3)C2c2ccc(C(C)C)cc2)cc1 (centres undefined)	-3%
O=C(NCCCO)c1cc2c([nH]c3ccccc32)c(-c2ccc(F)cc2)n1	-3%
O=C(CCNS(=O)(=O)c1ccccc1)N1CCN(c2ccccc2)CC1	-1%[76.3 µM]
CCOc1ccc(-n2c(=O)c3sccc3n(CC(=O)NCC3CCCO3)c2=O)cc1 (centres undefined)	-13%
Cc1ccccc1CN1CCNC(=O)C1CC(=O)N(C)CCC1CCOCC1 (centres undefined)	6%[76.3 µM]
CCC(Oc1ccc(C)cc1)C(=O)Nc1ccc(S(=O)(=O)Nc2cc(C)on2)cc1 (centres undefined)	-5%
Cc1ccccc1C(=O)Nc1ccc2nc3n(c(=O)c2c1)CCCC3	-8%
Cc1c(CC(=O)NCC(=O)N[C@H](Cc2ccccc2)C(=O)O)c(=O)oc2cc(O)ccc12	14%[76.3 µM]
O=C(O)c1ccccc1C(=O)NCCCn1ccnc1	15%[76.3 µM]
CCOCCc1nnc(NC(=O)CCS(=O)(=O)c2ccccc2)s1	2%[76.3 µM]

Some of the entries so far, with bars between the fields.
Compound | GAA glycogen mod
CCn1cc(CCCC(=O)NCc2ccccc2OC)c2ccccc21 | 2%
COc1ccccc1Oc1ccc(S(=O)(=O)N2CCCCC2)cc1NC(=O)CCNC(C)=O | -14%[76.3 µM]
CCn1c(C)nnc1SCC(=O)Nc1ccc(C(C)=O)cc1 | 2%[76.3 µM]
Cc1ccc(CSc2nsc(C)c2C#N)cc1 | -4%
COc1ccc(CN2CCNC(=O)C2CC(=O)NC2CCCCCC2)cc1C (centres undefined) | -14%[76.3 µM]

The listing continues:
SMILES	GAA glycogen mod
O=C(c1ccc(F)cc1)N1CCN(c2ccccn2)CC1	6%[76.3 µM]
O=C(NC1CC1)C1CCN(c2ncccn2)CC1	-1%
Cc1ccc(C2CC(c3cccs3)=NN2C(=O)CCl)cc1 (centres undefined)	-8%
O=C(CCCc1ccccc1)Nc1ccccc1C(F)(F)F	15%[76.3 µM]
CSc1nnc(CCNS(=O)(=O)c2ccccc2Br)n1C	-2%[76.3 µM]
Cc1ccc(N(C(=O)CNC(=O)c2ccco2)C(C(=O)NC2CCCCC2)c2ccncc2)c(C)c1 (centres undefined)	2%
COc1cc(OC)cc(C(=O)Nc2ccc(Cn3ccnc3)cc2)c1	6%
Cc1cccc2c(SCC(N)=O)nc(-c3ccccc3)nc12	0%[76.3 µM]
COc1ccc(OC)c(Nc2nc(-c3c(C)nc4ncccn34)cs2)c1	-9%
COc1ccc(OC)c(/C=C2\Oc3cc(OCC(=O)N4CCC(C(=O)O)CC4)ccc3C2=O)c1	-2%[76.3 µM]
COc1ccc(N2CCN(C(=S)Nc3ccccc3)CC2)cc1	1%[76.3 µM]
O=C(NNc1nccc(C(F)(F)F)n1)Nc1cccc(Cl)c1	?
O=C1Nc2ccccc2C1Cc1ccc(OC(F)(F)F)cc1 (centres undefined)	-1%
O=C(Nc1nnc(-c2ccco2)o1)c1ccc(Cl)s1	-1%[76.3 µM]
COc1ccccc1CNS(=O)(=O)c1ccc2c(c1)CC(C)N2C(=O)C1CC1 (centres undefined)	-2%[76.3 µM]
COC(=O)c1ccc(OC)c(CN2CCCN(Cc3cc(C)ccc3C)S2(=O)=O)c1	-4%
O=c1cc[nH]c2c1ccc1c(=O)cc[nH]c12	1%
O=C(NC1CCCCCC1)c1ccc(CS(=O)Cc2cccc(Cl)c2)o1 (centres undefined)	-4%[76.3 µM]
CC(C)c1cc2cc3ccc(=O)oc3cc2o1	1%
CC(=O)Nc1ccc(S(=O)(=O)N2CCSC2)cc1	-8%[15.3 µM]
CC(C)[C@@H]1COC(c2cccc(C3=N[C@H](C(C)C)CO3)n2)=N1	12%[76.3 µM]
CC1CC(C)CN(S(=O)(=O)c2cccc3nonc23)C1 (centres undefined)	-9%[76.3 µM]
COc1ccc(OC)c(NC(=O)Nc2ccc3c(c2)CCC3)c1	10%[76.3 µM]
CN1CCCC(OC(=O)c2ccc(C#N)cc2)C1 (centres undefined)	2%
CCOc1cc(/C=C2\C(=N)N3N=C(S(=O)(=O)CC)SC3=NC2=O)ccc1OC(=O)c1ccco1	-9%[76.3 µM]

(next part)
SMILES	GAA glycogen mod
CC1=C(C(=O)NC2CC(C)(C)Cc3c2cnn3-c2ccc(C)cc2)OCCO1 (centres undefined)	-9%[76.3 µM]
COc1ccc(CN2CC(=O)N(c3cccc(Cl)c3)C2=S)cc1OC	-1%
O=C1C(Cl)=C(N2CCOCC2)C(=O)N1c1ccc(Br)cc1	-16%[76.3 µM]
CC(=O)N1c2ccc(S(=O)(=O)N3CCCC3)cc2CC1C(=O)NCc1ccccc1F (centres undefined)	-4%[76.3 µM]
CCOC(=O)N1CCN(S(=O)(=O)c2ccc3c4c(cccc24)C(=O)N3)CC1	-5%[76.3 µM]
CC1CN(C(=O)CCC(=O)NC(C)c2ccccc2)c2cc(Cl)ccc2O1 (centres undefined)	-9%[76.3 µM]
O=C(Nc1ccc(F)cc1)c1ccc2ncsc2c1	0%
CCc1ccc(S(=O)(=O)N2CCN(Cc3ccco3)CC2)cc1	-8%[76.3 µM]
Cc1ccccc1C(=O)N1CCN(S(=O)(=O)c2cccs2)CC1	-2%[76.3 µM]
CN(C(=O)C(C)(C)C)c1ccc(OCC(=O)N2CCc3ccccc3C2)cc1	1%
Cc1c(CC(=O)NCC(=O)O)c(=O)oc2cc3c(cc12)CCC(C)(C)O3	0%
CCn1nc(NS(=O)(=O)c2ccc([N+](=O)[O-])cc2)c2cc3cc(C)ccc3nc21	0%[76.3 µM]
O=C(N/N=C/c1cccnc1)c1cc(-c2ccccc2)nc2ccccc12	-1%
Cc1ccc2c(c1)C1CC(C)(O2)N(c2cccc(C(=O)NCc3ccccn3)c2)C(=O)N1 (centres undefined)	7%[76.3 µM]
NS(=O)(=O)c1ccc(NC(=O)CCC(=O)c2cccs2)cc1	2%

Laid out differently: three of the compounds above.
O=C(N/N=C/c1cccnc1)c1cc(-c2ccccc2)nc2ccccc12
- GAA glycogen mod = -1%
Cc1ccc2c(c1)C1CC(C)(O2)N(c2cccc(C(=O)NCc3ccccn3)c2)C(=O)N1 (centres undefined)
- GAA glycogen mod = 7%[76.3 µM]
NS(=O)(=O)c1ccc(NC(=O)CCC(=O)c2cccs2)cc1
- GAA glycogen mod = 2%

Screens deposited in PubChem by National Center for Advancing Translational Sciences (NCATS).
